Screening results from PubChem BioAssay.
M. tuberculosis GlmU: inhibition of mycobacterial GlmU enzyme – biochemical, glucosamine-1-phosphate acetyltransferase (AID 1376); M. tuberculosis GlmU acetyltransferase enzyme assay; higher % means a stronger effect; inhibition, %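 (tested at 30 µM in the primary screen)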, or IC50 in µM where a hit was titrated; actives 0.25% (n = 220,000); in the data active = inhibition above about 13%; inconclusive = no clear call, values can overlap the other calls;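 note: 0% = complete reaction with vehicle and 100% = reaction without substrate; strong numbers were not always called active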
RmlCD inh 1536: blocks M. tuberculosis RmlC and RmlD coupled enzymes; P9WH09+P9WH11; RmlC+RmlD coupled enzyme assay, percent inhibition; primary screen in compound mixtures; inhibition, % at 3.6 µM; actives 0.03% (n = 160,000); in the data active = inhibition mostly above about 34%, no sharp cut-off; inconclusive = no clear call, values can overlap the other calls; inactive = mostly below about 22%; note: some results filed as inactive read as strong as hits
Target sequence (P9WH09 whole entry, looked up): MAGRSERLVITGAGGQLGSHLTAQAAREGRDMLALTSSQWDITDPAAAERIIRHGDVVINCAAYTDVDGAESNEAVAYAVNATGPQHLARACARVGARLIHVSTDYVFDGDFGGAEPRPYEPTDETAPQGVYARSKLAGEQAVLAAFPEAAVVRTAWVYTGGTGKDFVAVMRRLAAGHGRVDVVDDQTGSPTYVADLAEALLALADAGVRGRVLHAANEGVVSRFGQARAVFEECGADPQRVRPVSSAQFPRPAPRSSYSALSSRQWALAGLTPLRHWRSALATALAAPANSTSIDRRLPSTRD
Target sequence (P9WH11 whole entry, looked up): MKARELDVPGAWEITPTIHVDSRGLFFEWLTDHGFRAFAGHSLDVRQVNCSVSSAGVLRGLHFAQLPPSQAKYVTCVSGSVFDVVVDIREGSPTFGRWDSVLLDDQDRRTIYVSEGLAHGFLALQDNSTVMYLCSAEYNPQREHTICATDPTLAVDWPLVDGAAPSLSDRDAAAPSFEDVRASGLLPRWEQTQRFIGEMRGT
The depositor's hits bear a star; ? = inconclusive; nt = not tested or not shown. Some of the compounds tested; the hit share may differ from the screen's.

Start of the listing, in advance:
SMILES	M. tuberculosis GlmU	RmlCD inh 1536
Cc1onc(-c2ccccc2)c1-c1csc(N/N=C/c2ccccc2Cl)n1	2.4%	-2
Cc1ccc(C)c(Nc2ncnc3nc[nH]c23)c1	-3.3%	5
COc1cc(C=O)ccc1OCCOCCOc1ccccc1Cl	nt	4

The list itself, from the first entry:
SMILES	M. tuberculosis GlmU	RmlCD inh 1536
Cc1onc(-c2ccccc2)c1-c1csc(N/N=C/c2ccccc2Cl)n1	2.4%	-2
Cc1ccc(C)c(Nc2ncnc3nc[nH]c23)c1	-3.3%	5
COc1cc(C=O)ccc1OCCOCCOc1ccccc1Cl	nt	4
Cc1nc(NC(=O)c2ccccc2)sc1-c1csc(Nc2ccc(F)cc2)n1	6.8%	nt
Cc1ccccc1Nc1nc(N)nc(CSc2nc3ccccc3c(=O)n2CCCO)n1	-0.4%	-10
COc1cc(/C=N/NC(=O)C2(O)c3ccccc3-c3ccccc32)ccc1O	4.3%	nt
CC(=O)c1cccc(NC(=O)c2cc3nc(C)cc(C)n3n2)c1	-2.5%	12
Cc1c(Cl)c([N+](=O)[O-])nn1CC(=O)N1CCc2ccccc2C1	-8.7%	8
CCCc1cc(SCC(=O)Nc2c(C)n(C)n(-c3ccccc3)c2=O)n2c(nc3ccccc32)c1C#N	3.5%	nt
O=C(CSCCO)N1CCc2ccccc21	5.6%	-8
O=C(c1ccc(F)cc1)N1CCCN(c2nc(-c3ccccc3)ns2)CC1	-2.7%	-5
CC1CCN(Cc2c(O)ccc3c2O/C(=C\c2ccco2)C3=O)CC1	1.3%	nt
C[C@H](NC(=O)c1ccccc1Cl)C(=O)OCCOc1ccc(Cl)cc1	nt	-2
Clc1ccc(-c2nc3ccncc3[nH]2)cc1	-5.7%	-5
O=c1c2ccccc2c(C=NC2CCS(=O)(=O)C2)c(O)n1-c1ccccc1 (centres undefined)	6.5%	-5
Cc1ccc(C(=O)OCCN(C)Cc2ccccc2)cc1	-1.4%	5
CCN(CC)c1ccc(NC(=O)c2ccccc2F)cc1	-3.6%	nt
COCCn1c(SCc2nnc(-c3ccc(OC)c(OC)c3)o2)nnc1-c1ccncc1	2.7%	-8
CN1C(=O)NC(NC(=O)c2ccco2)(C(F)(F)F)C1=O (centres undefined)	0.7%	11
COC(=O)C1=CO[C@@H](O[C@@H]2OC(CO)[C@@H](O)[C@@H](O)[C@@H]2O)C2C1CC[C@]2(C)O (some centres undefined)	1.4%	nt
CCCCCCCCN1[C@@H](CC(=O)O)c2cc(F)ccc2S1(=O)=O	4.2%	nt
CC(C)(C)C1c2[nH]c3ccccc3c2CCN1Cc1cccc(OCCO)c1 (centres undefined)	6.2%	nt
C=CCN1c2ccccc2[C@]23C[C@@H](C(=O)OC)N(C(=O)c4cccs4)C2=NC(C(=O)OC)=C(C(=O)OC)[C@H]13	1.8%	nt
CC(=O)Nc1ccc(S(=O)(=O)Nc2ccc(=O)n(Cc3ccc(Cl)c(Cl)c3)c2)cc1	-3.3%	5
Cc1ccc(F)cc1NC(=O)C1CCCN(c2ncccn2)C1 (centres undefined)	-0.3%	5

More records
SMILES	M. tuberculosis GlmU	RmlCD inh 1536
CCCCC(O)(CCCC)C(=O)NN(C(=O)OCC)c1ccccc1	1.6%	9
CCOP(=O)(O)c1cccc(OCCOCCOc2cccc(P(=O)(O)OCC)c2)c1	-2.1%	7
CC(C)Cc1nc2ccccc2n1CCc1ccccc1	0.1%	nt
Cc1cc(C(=O)N/N=C/c2c(C)nn(-c3ccccc3)c2C)c(C)o1	-3.2%	10
O=C1NC(=S)S/C1=C\c1cc2ccccc2nc1N1CCCCC1	6.1%	nt
CSc1ccc(NC(N)=S)cc1	5.1%	nt
O=C(NC(=S)Nc1cccc(C(F)(F)F)c1)c1csnn1	-6.8%	5
Cc1cc(C(=O)OCC(N)=O)c(C)n1-c1ccccc1	6.7%	7
CN(C)CCNC(=O)/C(=C/c1ccc(-c2ccc(Cl)cc2)o1)NC(=O)c1ccccc1	-9.7%	-7
COc1cc(/C=N/OCC(=O)NC2CCCCC2)ccc1OCc1ccccc1	2.7%	-3
Cc1c(C(=O)N2CCN(C(=O)c3ccco3)CC2)sc2nc(-c3ccc(F)cc3)cn12	-7.8%	2
N#Cc1ccc(C23CC4(C2)[C@H](CN(Cc2ccc(C(F)(F)F)cc2)[C@@H]4c2ccccc2)C3c2ccc(Cl)nc2)cc1 (some centres undefined)	0.5%	nt
CN1CCN(C(=O)c2ccc(C(C)(C)C)cc2)CC1	1.8%	nt
Cc1ccc(NC(=O)Cc2c(O)c3ccccc3[nH]c2=O)c(C)c1	1.5%	nt
Cc1ccccc1Cn1cnc2c(cnn2C(C)(C)C)c1=O	-0.3%	4
CN(C)c1ccc(C(CNC(=O)c2ccccc2Br)c2c[nH]c3ccccc23)cc1 (centres undefined)	1.1%	4
CC(=O)Nc1cc2ccc(OC(C)=O)cc2oc1=O	-0.9%	19
COC(=O)C1=C(C)N(Cc2ccccc2)C(=O)N[C@H]1c1ccco1	-3.7%	nt
O=C(C1CCN(c2nc3ccc(Br)cc3s2)CC1)N1CCC2(CC1)OCCO2	3.8%	12
CC(C)Cn1c(=O)[nH]c(=O)c2c(C(F)(F)F)cc(-c3ccccc3)nc21	-0.7%	nt
O=C(CN1C(=O)CCC1=O)Nc1nc(-c2ccc(Oc3ccccc3)cc2)cs1	1.3%	2
CC(=O)c1nn(-c2cccc(Cl)c2)cc1C(=O)c1ccco1	-1.2%	-1
CCOC(=O)C1(CCc2ccccc2)CCN(Cc2ccco2)CC1	-5.9%	nt
Cc1c(C(=O)Nc2ccccc2-c2ccccc2)cccc1[N+](=O)[O-]	2.0%	2
Cc1ccc(CSc2nc3c(c(=O)[nH]2)C(c2ccncc2)C2=C(CCCC2=O)N3)cc1 (centres undefined)	-2.0%	nt

The results go on.
SMILES	M. tuberculosis GlmU	RmlCD inh 1536
COCC(C)NC(=O)COc1ccc(Cl)cc1Cl (centres undefined)	1.8%	nt
CCC(=O)NC1(Cc2ccc(O)cc2)CCCCC1	-0.7%	-9
Cc1cccc(N2C(=N)SCC2=O)c1C	3.1%	2
O=S(=O)(/N=C(\Nc1ccc(F)cc1)C(F)(F)F)c1ccccc1	1.2%	25
CCC/C(O)=C1\C(=O)CC(c2ccccc2)CC1=NCCc1c(C)[nH]c2ccccc12 (centres undefined)	-0.8%	nt
Cc1cc(=O)oc(C)c1C(=O)NCCC1=CCCCC1	0.9%	-2
O=C(NC1CCC(NC(=O)C2CCCO2)CC1)C1CCCO1 (centres undefined)	3.9%	nt
COC(=O)[C@H]1C[C@@H]1[C@H](NC(=O)c1cnccn1)c1ccccc1	-2.0%	nt
CCN(CC)C(=O)/C(=C/c1cn(S(=O)(=O)N(C)C)c2ccccc12)NC(=O)c1ccc(OC)cc1	2.8%	-9
c1ccc(-n2nnnc2Oc2ccc(-c3nnco3)cc2)cc1	-2.8%	7
O=S(=O)(NCCOCC(F)(F)F)c1ccc2oc3ccccc3c2c1	-5.8%	-7
COCC(=O)N1CCN(c2cccc(C(F)(F)F)c2)CC1	3.4%	12
COc1cc2nc(Cl)nc(N3CCN(C)CC3)c2cc1OC	-5.5%	-8
CCc1nn(C(C)C(=O)NC(C)CCc2ccco2)c(=O)c2cc3occc3n12 (centres undefined)	0.4%	-4
O=C1N(CC(=O)N2CCc3ccccc32)CCN1Cc1ccccc1Cl	2.7%	-4
Cc1ccc(NC(=O)CN2CCN(S(=O)(=O)c3cccs3)CC2)cc1S(=O)(=O)N(C)C	0.4%	-2
CSc1nnc(C)c(/C=C/Nc2ccc(F)cc2)n1	-7.0%	12
CCC(C)N(C(=O)COc1ccc(NC(C)=O)cc1)C1CCS(=O)(=O)C1 (centres undefined)	1.0%	-12
CCCCn1c(SCC(=O)c2ccccc2)nc2c1c(=O)[nH]c(=O)n2C	0.9%	2
COc1ccc(-c2csc(N(CCCN3CCOCC3)C(=O)c3ccco3)n2)cc1	-0.9%	6
COc1ccc(S(=O)(=O)Nc2ccccn2)c(C)c1C	1.3%	7
CCn1c(SCC(=O)N2CCCC2)nc2ccccc2c1=O	6.4%	nt
O=C(Nc1nc(-c2ccccc2)cs1)C1COc2ccccc2O1 (centres undefined)	1.5%	-7
CCOC(=O)c1c(/N=C/c2cccc(C)c2O)sc2c1CCN(C)C2	2.5%	22
COc1cc(C(=S)N2CCCCC2)ccc1OCC(=O)Nc1ccccc1Cl	0.2%	20

Reprinted from the part before: 7 compounds; new compounds follow.
SMILES	M. tuberculosis GlmU	RmlCD inh 1536
CCCCn1c(SCC(=O)c2ccccc2)nc2c1c(=O)[nH]c(=O)n2C	0.9%	2
COc1ccc(-c2csc(N(CCCN3CCOCC3)C(=O)c3ccco3)n2)cc1	-0.9%	6
COc1ccc(S(=O)(=O)Nc2ccccn2)c(C)c1C	1.3%	7
CCn1c(SCC(=O)N2CCCC2)nc2ccccc2c1=O	6.4%	nt
O=C(Nc1nc(-c2ccccc2)cs1)C1COc2ccccc2O1 (centres undefined)	1.5%	-7
CCOC(=O)c1c(/N=C/c2cccc(C)c2O)sc2c1CCN(C)C2	2.5%	22
COc1cc(C(=S)N2CCCCC2)ccc1OCC(=O)Nc1ccccc1Cl	0.2%	20
COc1ccc(N2CSC3=C(C#N)C(c4cccc(OC)c4OC)CC(=O)N3C2)cc1 (centres undefined)	5.1%	?
CCOc1ccc2nc(NS(=O)(=O)c3ccc(NC(C)=O)cc3)sc2c1	3.4%	nt
O=c1c(-c2ccccc2)c[nH]n1-c1cccc([N+](=O)[O-])c1	-1.9%	-3
CSc1ccccc1NC(=O)Nc1cccc(Cl)c1	1.0%	nt
CCS(=O)(=O)c1ccc2oc(SCC(=O)NC3CCCC(C)C3C)nc2c1 (centres undefined)	3.2%	nt
O=C(NCCc1ccccc1)N1CCCC(CNS(=O)(=O)Cc2ccccc2)C1 (centres undefined)	-1.0%	-10
O=C1NCCN1C(=O)c1ccccc1F	-3.8%	5
CCN(CC(=O)Nc1ccc(C(C)=O)cc1)CC(=O)Nc1cccc(OC)c1	4.4%	7
CC(C)[C@H](NC(=O)[C@H](CCCN=C(N)N)NC(=O)NC(Cc1ccccc1)C(=O)O)C(=O)NC(C=O)CCCN=C(N)N (some centres undefined)	1.1%	nt
CCCCOC(=O)CSCC(=O)Nc1cc(C)on1	3.7%	-2
CC1(C)C2SCC(=O)N2CCN1CC(=O)NN (centres undefined)	-7.1%	-7
O=C(NCCC1=CCCCC1)c1cc2ccccc2oc1=O	3.1%	-2
O=C(CCl)N1CCN2C(=O)c3ccccc3C12c1ccc(Cl)cc1 (centres undefined)	6.4%	3
CCc1nn(CC(=O)Nc2cc(C)ccc2C)c(=N)s1	5.7%	15
COC(=O)c1c(NC(=O)CCC(=O)O)sc2c1CCCCC2	-0.4%	7
CCc1nnc(NC(=O)CCN(c2cc(C)cc(C)c2)S(=O)(=O)c2ccc(Cl)cc2)s1	4.0%	-11
COc1ccc(-n2ncc3c(=O)n(CC(=O)N4CCCc5ccccc54)cnc32)cc1	-0.1%	-7
COc1nc(N)c(S(=O)(=O)c2ccc(C)cc2)cc1C#N	-7.6%	nt
CCCS(=O)(=O)N1CCC(C(=O)NCc2cccnc2)CC1	-0.7%	9
CC(C)C(NC(=O)CN(c1cccc(F)c1)S(C)(=O)=O)C(C)C	1.6%	nt
O=C(C1CCC(=O)N1Cc1cccs1)N1CCOCC1 (centres undefined)	5.6%	3
COc1ccc(/C=C/C(=O)Nc2ccc(NC(C)=O)cc2)cc1S(=O)(=O)N1CCOCC1	0.8%	nt
Cc1ccccc1[C@@H]1C(C#N)=C(N)S[C@H]1C(=O)c1ccccc1	6.9%	-9
C/C(=N/NC(=O)c1cccc(C)c1)c1c(O)cc(C)oc1=O	1.7%	nt
COC(=O)c1scc(C)c1S(=O)(=O)Nc1ccc(C)cc1	-1.6%	-2

Carrying on.
SMILES	M. tuberculosis GlmU	RmlCD inh 1536
CCC(C(=O)NC1CCCC1)N(C(=O)Cn1nnc(-c2ccc(C)cc2)n1)C1CCCC1 (centres undefined)	1.7%	nt
CS(=O)(=O)N1CCN(c2ncnc3c2cnn3-c2ccccc2)CC1	0.9%	1
COc1cc(/C=C2/NC(=O)NC2=O)cc(Br)c1OCc1cccc(C(=O)O)c1	4.3%	4
C/C(=N\NC(=O)CN1CCN(S(=O)(=O)c2ccc(C)cc2)CC1)c1ccncc1	0.5%	-10
Oc1ccc(NC(=S)N=Nc2c(O)[nH]c3ccccc23)cc1	-0.5%	5
CCCCNS(=O)(=O)c1ccc2nc(-c3cccnc3)cc(C(=O)NCCCOCC)c2c1	5.0%	6
Cn1c(SCC(=O)c2ccc3c(c2)NC(=O)CO3)nc2ccccc21	-5.3%	10
Cc1cc(-c2ccccc2)nc(N/N=C/c2ccc([N+](=O)[O-])cc2)n1	-0.6%	nt
CC(C)c1ccc(S(=O)(=O)N2CCCCC2)cc1	-0.6%	7
CCC(=O)Nc1cccc(Br)c1	0.6%	-6
O=C(NCc1ccccc1)C1CCCN(S(=O)(=O)c2cccnc2)C1 (centres undefined)	3.3%	3
COc1ccc(N2C(=O)CS/C2=C\[N+](=O)[O-])cc1	-6.0%	14
CC(CCc1ccccc1)NC(=O)COc1ccc(S(=O)(=O)N2CCOCC2)cc1[N+](=O)[O-] (centres undefined)	-5.7%	7
COc1ccc(CNC(=O)c2coc(=O)c3ccccc23)cc1	-0.4%	-15
COc1ccccc1N(CC(=O)NC1CCCCC1)C(=O)c1cnn(C(C)C)c1	-0.5%	-8
CCc1cc2c(=O)c(-c3nc4ccccc4[nH]3)coc2c(CN2CCCCC2)c1O	5.5%	6
Cc1c(C#N)c2ncn(Cc3ccccc3)c(=O)c2n1-c1ccccc1	2.4%	2
